SMN2 splice up: SMN2 splice variant enhancement. HEK293 SMN2-luciferase splicing reporter, luminescence, 30-36 h. Potency, µM (highest dose often 46.1 µM), for the others: top-dose activity change, positive = activation, most hits filed as activators. 210,000 compounds, 2.8% hits. AID 1458; active = well fitted activation curve with a large enough effect; inconclusive = small, poorly fitted or top-dose-only effect; inactive = no such curve, though single readings can be large or run the other way; note: % of control where 0% means no effect; nearly all actives have a fitted effect of over 55% in size
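qHTS luciferase splicing reporter: luminescence rises when SMN2 exon 7 is included in transfected HEK293 cells. Compound exposure lasted 30-36 h at 37C, with 4.5 mM final sodium butyrate as control, followed by a ONE-Glo read.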
* marks the source's active call; other numbers are inactive results; ? = inconclusive; [ ] = remark or other dose. Potency is the fitted concentration of half-maximal effect. Only part of the results is shown. The share of hits here may be higher or lower than overall.

SMN2 splice up	compound
8%	CCCCN1C(=O)C(O)(c2c[nH]c3ccccc23)c2cc(Br)ccc21 (stereo unspecified)
-49%[inhibitor]	CC(=O)c1cccc(NS(=O)(=O)c2cccc(S(=O)(=O)c3ccc(Br)cc3)c2)c1
7%	CCCCN(CC)CCNC(=O)c1cc2c(=O)oc3ccc(C)cc3c2s1
-10%	CCn1c(=O)c2cc(C(=O)NCc3ccc(F)cc3Cl)sc2c2ccccc21
-29%	COC(=O)c1c(C)oc2ccc(N(C(=O)Oc3ccccc3)S(=O)(=O)c3ccc(C(C)(C)C)cc3)cc12
0%	Cc1ccc(N2CCN(Cc3nnc(-c4ccc5c(c4)OCO5)o3)CC2)c(C)c1
-7%	CCC(=O)N1CCc2cc(Br)cc(S(=O)(=O)N3CCCC(C(=O)Nc4ccc(OC)c(Cl)c4)C3)c21 (stereo unspecified)
2%	O=C1CC(c2nnc(Cc3c(F)cccc3Cl)o2)CN1c1ccccc1 (stereo unspecified)
?	CCc1ccc(-c2nc3cc(NC(=O)c4ccc(F)cc4)ccc3o2)cc1
-4%	O=C(Nc1ccc2oc(-c3cccc4c(Br)cccc34)nc2c1)c1ccc(F)cc1
-5%	CCN1C(=O)C(Cc2nc3ccccc3c(=O)n2-c2ccc(OC)cc2)c2cc(C)ccc21 (stereo unspecified)
7%	COc1cccc(CNC(=O)CNS(=O)(=O)c2ccc3nc(C)sc3c2)c1
-12%	Cc1ccc(N2C(=O)[C@@H]3CSC(c4ccc(Cl)cc4)N3C2=O)cc1 (stereo partly specified)
-8%	Cc1cc(C)cc(OCCOCCn2c(-c3ccc(Cl)cc3)nc3ccccc3c2=O)c1
-10%	COc1cccc(CNS(=O)(=O)c2ccc3c(c2)CCN3C(=O)C2CCC2)c1
-9%	Cc1ccc(S(=O)(=O)c2nc(-c3ccco3)oc2SC(C)C)cc1
-11%	COc1cc(OC)c(NC(c2nnc(-c3ccccc3)o2)c2ccc(F)cc2Cl)cc1Cl (stereo unspecified)
1%	Cc1ccc(C)c(N2CCN(c3nc4ccccc4c(=O)n3-c3ccc(Cl)cc3)CC2)c1
-12%	Cc1cccc(NC(=O)CSc2nnc3c4ccccc4n(C)c3n2)c1
2%	Cc1ccc(CNC(=O)c2ccc(N3Cc4ccccc4Oc4ncccc43)s2)cc1
-20%	FC(F)(F)c1ccc(C2=Nc3ccccc3NC(c3cccs3)=N2)cc1
-2%	COC(=O)c1ccc(NC(=O)CCn2cnnn2)c(C)c1
-15%	Cc1cc(C)c(OCC(=O)N(Cc2cccc(F)c2)Cc2ccco2)c(C)c1
-2%	Cc1ccc([C@H]2Nc3ccc(S(=O)(=O)Nc4cccc(Cl)c4C)cc3[C@H]3C=CC[C@H]32)cc1
-8%	CCN(Cc1ccccc1)Cc1c(O)ccc2c(=O)c(-c3ccccc3Cl)c(C(F)(F)F)oc12
-8%	CCc1ccc(NC(=O)C2CCCN(S(=O)(=O)c3ccc(F)cc3)C2)cc1 (stereo unspecified)
-6%	COc1ccc(NC(=O)Cn2c(=O)oc3cc(S(=O)(=O)N4CCCC4)ccc32)cc1OC
9%	Cc1cccc(C)c1Nc1c(-c2cccs2)nc2ncccn12
1%	COc1ccccc1CNC(=O)c1ccc(CSc2nc3ccncc3n2Cc2cccc(F)c2)cc1
17%	O=C(CCCCn1c(=O)c2ccccc2n(Cc2ccccc2Cl)c1=O)NCCc1ccccc1
1%	COC(=O)c1cc2sccc2n1Cc1ccc(F)cc1Cl
4%	Cc1ccc(Cl)cc1N1CCN(C(=O)c2cn(C)c3ccc(S(=O)(=O)N4CCCC4)cc3c2=O)CC1
-25%	O=C(c1cccc(Cl)c1)N(Cc1ccco1)Cc1ccccc1Cl
29%	Cc1cn2c(=O)cc(COc3ccc(NC(=O)c4ccccc4C)cc3)nc2s1
-5%	COc1ccc(-n2nc(C(=O)N3CCN(c4ccccc4OC)CC3)c3c4ccccc4n(C)c3c2=O)cc1
-10%	Cc1ccc(CNC(=O)c2c(O)nc3c(C)cccn3c2=O)cc1

Already shown: 5 of the compounds above.
SMN2 splice up	compound
-8%	CCN(Cc1ccccc1)Cc1c(O)ccc2c(=O)c(-c3ccccc3Cl)c(C(F)(F)F)oc12
-8%	CCc1ccc(NC(=O)C2CCCN(S(=O)(=O)c3ccc(F)cc3)C2)cc1 (stereo unspecified)
-6%	COc1ccc(NC(=O)Cn2c(=O)oc3cc(S(=O)(=O)N4CCCC4)ccc32)cc1OC
9%	Cc1cccc(C)c1Nc1c(-c2cccs2)nc2ncccn12
1%	COc1ccccc1CNC(=O)c1ccc(CSc2nc3ccncc3n2Cc2cccc(F)c2)cc1

Next part.
SMN2 splice up	compound
3%	CC(C)c1nnc(N2C(=O)c3oc4ccccc4c(=O)c3C2c2cccc(O)c2)s1 (stereo unspecified)
3%	CCn1nc(-c2ccccc2)c(-c2ccccc2)c(C(=O)Nc2nc(C)c(C(=O)N(C)C)s2)c1=O
-1%	Cc1ccc(-c2nc(S(=O)(=O)c3ccc(Cl)cc3)c(N3CCCCC3)o2)cc1
?	CCN1CCN(Cc2c(O)ccc3c(=O)c(Oc4ccccc4Cl)c(C(F)(F)F)oc23)CC1
3%	Cc1ccc(CNC(=O)c2nc(SCc3ccc(F)cc3)ncc2Cl)cc1
-6%	Cc1ccccc1NC(=O)Cn1c(=O)n(Cc2ccc3c(c2)OCO3)c(=O)c2ccc(C(=O)NC3CCCCC3)cc21
-6%	CCN(CC)CCCNC(=O)Cn1nc(C)n2c(cc3sccc32)c1=O
2%	CCOC(=O)c1c(NC(=O)C(C)Sc2cn(CCNC(=O)c3ccc(OCC)cc3)c3ccccc23)sc2c1CCC2 (stereo unspecified)
2%	COc1ccc(/C=C/c2nc(C#N)c(NCc3ccc(C)cc3)o2)cc1OC
-8%	CCc1nn(CC(=O)N2CCN(c3ccc(Cl)cc3)CC2)c(=O)c2cc3occc3n12
8%	COc1ccc(C(=O)c2c(N)c(-c3nc(-c4ccc(OC)cc4)cs3)c3ccccn23)cc1
-15%	CCOc1ccc(CNCc2c(C(=O)O)c(C)n(Cc3c(F)cccc3Cl)c2C)cc1OC
2%	CCOc1ccccc1NC(=O)CSc1ncc(S(=O)(=O)c2ccc(C(C)(C)C)cc2)c(=O)[nH]1
-44%[inhibitor]	Cc1cccc(-c2nc(CN3CCCC(C(=O)N4CCN(c5cc(Cl)ccc5C)CC4)C3)c(C)o2)c1 (stereo unspecified)
-24%	CCOc1ccc(-c2nn(-c3ccccc3)cc2C2NC(=O)NC(C)=C2C(=O)OC(C)C)cc1 (stereo unspecified)
5.6µM*	C=C(C)Cn1c(SCC(=O)c2ccccc2)nc2sc3c(c2c1=O)CCCC3
3%	Cc1ccc2nc3c(cc(C#N)c(=O)n3-c3nnc(SCc4ccccc4)s3)c(=O)n2c1
-2%	COc1ccc(-c2ccc(CCC(=O)O)n2CC(=O)Nc2cccc(Cl)c2C)cc1
-4%	CCOc1ccc(CCNC(=O)c2cc3c(=O)n(C)c4ccccc4c3s2)cc1OCC
3%	CSc1ccc(CNCc2c(C(=O)O)c(C)n(Cc3ccc(F)cc3Cl)c2C)cc1
8%	COc1ccc(-n2nc(C(=O)N3CCCCC3C)c3c4ccccc4n(C)c3c2=O)cc1Cl (stereo unspecified)
0%	Oc1ccccc1-c1nc2cnccn2c1Nc1ccc(Cl)cc1
0%	COc1ccc(C2C(C(=O)Nc3ccccc3)=C(C)Nc3nc(-c4ccccc4)nn32)cc1OC (stereo unspecified)
7%	Cc1nc2c(-c3ccccc3)c(C)nn2c(C)c1CCC(=O)Nc1ccccc1F
-12%	Cc1ccc(S(=O)(=O)c2nc(-c3ccccc3)oc2N2CCCCCC2)cc1
10%	Cc1ccc(-c2nnc(Nc3ccc(Cl)cc3)c3ccccc23)cc1S(=O)(=O)N1CCOCC1
17%	CCCCOc1ccc(NC(=O)CSc2ccc(C(=O)O)cn2)cc1
3%	Cc1c2cnn(-c3ccccc3)c(=O)c2c(C)n1C(C)C(=O)Nc1ccc(Br)cc1F (stereo unspecified)
-6%	COc1cccc(CCNC(=O)Cn2c(-c3cccs3)cc3ccccc32)c1
-16%	COc1ccc(CCN2C(=O)c3[nH]nc(-c4ccccc4O)c3C2c2ccc(OC)cc2)cc1 (stereo unspecified)
-13%	O=C(C1CCCN(S(=O)(=O)c2cccc3nonc23)C1)N1CCN(c2cccc(C(F)(F)F)c2)CC1 (stereo unspecified)
5%	Cc1ccccc1Cn1c2ccccc2c2cnn(CC(=O)NC3CCCCCC3)c(=O)c21
-35%[inhibitor]	CCOc1ccc(NCc2cccn2-c2nnc(N3CCC(C(=O)NCCc4ccc(OC)c(OC)c4)CC3)s2)cc1
0%	Cn1c(=O)c2c(nc(NCCc3ccccc3)n2Cc2ccc(Cl)c(Cl)c2)n(C)c1=O
-3%	CCn1cc(C(=O)NCc2ccc(C)cc2)c(=O)c2cc(S(=O)(=O)N3CCc4ccccc4C3)ccc21
-7%	COc1ccc(CCn2c(=O)c3cccnc3n(CC(=O)Nc3cccc(C)c3)c2=O)cc1OC
-49%[inhibitor]	COc1cccc(-c2nc(CS(=O)(=O)CC(=O)NCCc3ccc(OC)c(OC)c3)c(C)o2)c1
-12%	COc1ccc(NC(=O)c2ccc3c(SCC(=O)O)c4c(nc3c2)CCC4)c(OC)c1
-11%	COc1ccc(C(=O)N(Cc2ccc(C(C)C)cc2)C2CCS(=O)(=O)C2)cc1 (stereo unspecified)
-2%	COc1ccc(-c2nnc3c4ccccc4c(-c4ccccc4)nn23)cc1
4%	Cc1ccc(OCCn2c(CNc3ccccc3C)nc3ccccc32)cc1
5%	Cc1cc(=O)oc2cc(OCC(=O)Nc3c(C(C)C)cccc3C(C)C)ccc12
-8%	COc1ccc(NC(=O)c2nnn(Cc3nc(-c4cc(Br)ccc4OC)oc3C)c2C)cc1
-6%	O=S(=O)(c1ccc(C2CCCCC2)cc1)N1CCN(c2ccc(Cl)c(Cl)c2)CC1
-2%	Cc1ccc(S(=O)(=O)N(CC(O)Cn2c3ccccc3c3ccccc32)c2cccc(C(N)=O)c2)cc1 (stereo unspecified)
-9%	Cc1ccccc1Cn1c(CCCNC(=O)C2CCCCC2)nc2ccccc21
6%	CCc1ccc(NC(=O)N(Cc2ccc(C)cc2)Cc2cccn2-c2nnc(N3CCCC3=O)s2)cc1
0%	Cc1cccc(NC(=O)C2CCN(S(=O)(=O)c3cccc4nsnc34)CC2)c1C

Five entries from above, tab-delimited.
structure	SMN2 splice up
CCc1nn(CC(=O)N2CCN(c3ccc(Cl)cc3)CC2)c(=O)c2cc3occc3n12	-8%
COc1ccc(C(=O)c2c(N)c(-c3nc(-c4ccc(OC)cc4)cs3)c3ccccn23)cc1	8%
CCOc1ccc(CNCc2c(C(=O)O)c(C)n(Cc3c(F)cccc3Cl)c2C)cc1OC	-15%
CCOc1ccccc1NC(=O)CSc1ncc(S(=O)(=O)c2ccc(C(C)(C)C)cc2)c(=O)[nH]1	2%
Cc1cccc(-c2nc(CN3CCCC(C(=O)N4CCN(c5cc(Cl)ccc5C)CC4)C3)c(C)o2)c1 (stereo unspecified)	-44%[inhibitor]

Next part.
SMN2 splice up	compound
-16%	Cc1cccc(NC(=O)Cn2c(=O)n(CCCCCC(=O)NCc3ccc4c(c3)OCO4)c(=O)c3sccc32)c1
3%	O=C1CC(c2cccc(F)c2)c2c(n3ncnc3[nH]c2=O)N1 (stereo unspecified)
0%	COc1ccc2oc(-c3ccc(C)c(NC(=O)c4sc5ccccc5c4Cl)c3)nc2c1
11%	COc1cccc(CNC(=O)C(CC(C)C)NS(=O)(=O)c2ccc3c(c2)oc(=O)n3C)c1 (stereo unspecified)
11%	Cn1c(=O)oc2cc(S(=O)(=O)Nc3ccc(C(=O)O)cc3)ccc21
3%	Cc1c(CC(=O)N2CCCCC2)c(=O)oc2c(C)c3occ(C(C)(C)C)c3cc12
-30%[inhibitor]	CCOc1ccc(CCNC(=O)CN2C(=O)COc3ccc(S(=O)(=O)N4CCCCCC4)cc32)cc1
9%	Cc1cccc(CN2C(=O)c3ccccc3S(=O)(=O)c3ccc(C(=O)NCCC4=CCCCC4)cc32)c1
10%	COc1ccc(Oc2nc3c(c(=O)n(Cc4ccc(Br)cc4)c(=O)n3C)n2C)cc1
10%	Cc1ccc(Nc2nc3ccccc3c3nncn23)c(Cl)c1
2%	O=C(CC1C(=O)N(c2ccc(F)cc2)C(=O)N1Cc1ccc2c(c1)OCO2)Nc1ccc(F)cc1 (stereo unspecified)
-23%	Cc1c(NC(=O)C(C)(C)Oc2ccc(Cl)cc2)cccc1-c1nc2ncccc2o1
0%	Cc1ccccc1CNCCSc1nnnn1C
-18%	Cc1c2cnn(CC(=O)NCc3ccccc3)c(=O)c2c(C)n1Cc1cccc(Cl)c1
-11%	O=C(Cn1cc(C(=O)c2ccco2)c2ccccc21)Nc1ccccc1C(F)(F)F
9%	CCCOc1ccc(CNC(=O)c2ccc3c(c2)N(Cc2ccccc2)CCS3)cc1
?	Cc1ccc(NC(=O)Cc2coc3ccc(C(C)C)cc23)cc1Cl
-2%	CCN(C(=O)Cn1c(=O)n(Cc2ccc3c(c2)OCO3)c(=O)c2ccc(C(=O)NC3CCCCC3)cc21)c1cccc(C)c1
-4%	CCOC(=O)c1c(NC(C)=O)c2c3c(sc2n1Cc1cc(C)ccc1C)CCCC3
4%	Cc1ccc(NC(=O)c2c(C)oc3ccc(O)c(CN4CCCC4)c23)c(C)c1

Quoted from the listing.
`Cc1ccccc1CNCCSc1nnnn1C` – SMN2 splice up = 0%
`CCCOc1ccc(CNC(=O)c2ccc3c(c2)N(Cc2ccccc2)CCS3)cc1` – SMN2 splice up = 9%
`O=C(Cn1cc(C(=O)c2ccco2)c2ccccc21)Nc1ccccc1C(F)(F)F` – SMN2 splice up = -11%
`CCOC(=O)c1c(NC(C)=O)c2c3c(sc2n1Cc1cc(C)ccc1C)CCCC3` – SMN2 splice up = -4%
`CCN(C(=O)Cn1c(=O)n(Cc2ccc3c(c2)OCO3)c(=O)c2ccc(C(=O)NC3CCCCC3)cc21)c1cccc(C)c1` – SMN2 splice up = -2%
